Assay outcomes (PubChem)
GPR151 activ: activators of human GPR151, primary screen, cell-based, PathHunter beta-arrestin, luminescence | PathHunter beta-arrestin GPR151 cells | activation, % at 11.2 µM | G-protein coupled receptor 151 (Homo sapiens), Q8TDV0 | actives 1% (n = 650,000); in the data active = activation above about 4.9%;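 note: 0% = median of compound wells and 100% = cells with positive control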
TEAD-YAP block: TEAD-YAP interaction inhibition, primary screen, TEAD-YAP interaction inhibitor project, luminescence, HEK-TIYL cells; TEAD-Gal4/YAP UAS-luciferase luminescence; inhibition, % at 9.12 µM; actives 1.4% (n = 640,000); AID 1259422, 2018; in the data active = inhibition above about 32%;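 note: 0% = median of test compound wells and 100% = reference inhibitor wells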
FBW7 activator: FBW7 E3 ligase activators, primary screen, biochemical, AlphaScreen, human; AlphaScreen FBW7–phospho-cyclin E peptide binding, activator screen; normalized activity (activation), % at 26.1 µM; actives 0.13% (n = 650,000); in the data active = normalized activity above about 1.9%;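 note: purified mutant Fbw7 with reduced substrate affinity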
Target sequence (Q969H0 whole entry, looked up): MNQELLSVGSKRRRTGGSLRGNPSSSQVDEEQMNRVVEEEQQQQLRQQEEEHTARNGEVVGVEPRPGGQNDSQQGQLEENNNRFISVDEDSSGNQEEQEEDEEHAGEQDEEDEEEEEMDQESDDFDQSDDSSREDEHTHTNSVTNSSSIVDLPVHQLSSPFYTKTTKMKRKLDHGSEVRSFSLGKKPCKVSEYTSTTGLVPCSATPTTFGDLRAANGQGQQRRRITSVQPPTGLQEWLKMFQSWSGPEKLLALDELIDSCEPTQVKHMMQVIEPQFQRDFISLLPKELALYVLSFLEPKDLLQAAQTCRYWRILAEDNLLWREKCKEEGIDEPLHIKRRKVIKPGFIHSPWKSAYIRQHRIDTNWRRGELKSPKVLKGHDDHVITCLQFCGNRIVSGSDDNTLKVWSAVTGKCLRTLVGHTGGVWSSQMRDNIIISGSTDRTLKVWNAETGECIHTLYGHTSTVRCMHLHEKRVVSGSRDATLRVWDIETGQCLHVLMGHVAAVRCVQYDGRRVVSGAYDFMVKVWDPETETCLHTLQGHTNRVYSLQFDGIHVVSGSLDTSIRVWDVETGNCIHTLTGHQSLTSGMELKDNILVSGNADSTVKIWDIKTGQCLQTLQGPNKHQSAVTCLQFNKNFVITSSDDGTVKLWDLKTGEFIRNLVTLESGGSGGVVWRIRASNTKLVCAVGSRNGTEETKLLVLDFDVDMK
MITF primary: MITF inhibitors, primary screen, biochemical, AlphaScreen, human | Microphthalmia-associated transcription factor (Homo sapiens), O75030 | AlphaScreen MITF homodimerization, bead proximity signal | inhibition, % at 2.6 µM | actives 0.91% (n = 650,000); in the data active = inhibition above about 50%;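 note: 0% = vehicle wells with protein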
* = called active by the depositor.

SMILES | GPR151 activ | TEAD-YAP block | FBW7 activator | MITF primary
CCn1c(C)c(CCC(=O)NCc2ccccn2)c(=O)n2nc(-c3ccccc3OC)cc12 | -1.0 | -12.1 | -0.7 | 15.6
O=C(Nc1ccccc1C(F)(F)F)c1cc([N+](=O)[O-])cc([N+](=O)[O-])c1 | 0.3 | 1.5 | -0.1 | -8.7
COc1ccc(COC(=O)C2=C(C)NC3=C(C(=O)CC(C)(C)C3)C2c2cc(Cl)c(O)c(OC)c2)cc1 (centres undefined) | 3.8 | 2.3 | 0.1 | -6.9
CCOc1ccc(/C(O)=C2\C(=O)C(=O)N(CCN3CCOCC3)C2c2ccc(OC)c(OC)c2)c(C)c1 (centres undefined) | 1.1 | 2.0 | -0.1 | 2.6
O=C(O)c1ccc2c3c(ncnc13)-c1ccccc1C2=O | 0.5 | 2.6 | -0.1 | -2.2
Cc1cc(NCCc2ccc(O)cc2)nc(NCc2cccnc2)n1 | -0.1 | 7.3 | 0.0 | 10.6
COc1ccc(CCNC(=O)c2cc(-c3ccccc3O)no2)cc1OC | 1.9 | -6.5 | 0.0 | 15.3
Brc1cccc(CNCC2CCCO2)c1 (centres undefined) | -1.7 | -0.4 | -0.1 | -17.4
Cc1nn(CC(=O)NC2CCC2)c(=O)c2cc3ccsc3n12 | -0.6 | 4.9 | 0.0 | 4.8
C=CCNCCCOc1ccc(C(C)CC)cc1 (centres undefined) | -1.3 | 11.7 | -0.1 | 50.1
O=[N+]([O-])c1ccc(C(Nc2ccccn2)c2ccc3cccnc3c2O)cc1 (centres undefined) | -0.5 | 71.9* | -1.1 | 14.7
O=C(N/N=C/C1CC2CCC1C2)c1ccc([N+](=O)[O-])cc1 (centres undefined) | -1.0 | 10.2 | 0.0 | 13.7
O=C(NCCc1ccccc1)C(Cc1ccccc1)NS(=O)(=O)c1ccc(Br)cc1 (centres undefined) | -1.0 | 4.3 | 0.1 | 12.6
Nc1ccc(C(=O)OCC(=O)NC23CC4CC(CC(C4)C2)C3)cc1[N+](=O)[O-] | -1.1 | -5.0 | -0.1 | -4.6
NC(=S)NNC(=O)/C(=C/c1ccc([N+](=O)[O-])cc1)NC(=O)c1ccccc1 | -1.6 | -6.6 | 0.1 | -3.4
CCOC(=O)c1cc(-c2cc(OC)c(OC)c(OC)c2)no1 | 0.8 | 2.5 | 0.1 | -12.8

Compounds listed so far containing bromine:
SMILES | GPR151 activ | TEAD-YAP block | FBW7 activator | MITF primary
Brc1cccc(CNCC2CCCO2)c1 (centres undefined) | -1.7 | -0.4 | -0.1 | -17.4
O=C(NCCc1ccccc1)C(Cc1ccccc1)NS(=O)(=O)c1ccc(Br)cc1 (centres undefined) | -1.0 | 4.3 | 0.1 | 12.6

Carrying on.
SMILES | GPR151 activ | TEAD-YAP block | FBW7 activator | MITF primary
CCCCOc1ccc(Nc2cc(C)nc3ncnn23)cc1 | 1.3 | 11.5 | 0.3 | -1.5
Cc1ccc(NC(=O)CSc2nn3c(=O)c(C)nnc3s2)cc1 | 0.5 | 8.6 | -1.9 | 28.2
Cc1ccc(-n2[nH]c(C)c(C=Nc3ccc(Cl)cc3)c2=O)cc1 | 1.1 | 12.5 | -0.2 | -7.0
COc1ccc(CSc2nnc(-c3ccc(Cl)cc3Cl)o2)cc1 | 2.1 | -2.8 | -0.1 | -3.2
O=C(Nc1ccc(S(=O)(=O)N2CCCCCC2)cc1)C(Cl)(Cl)Cl | 6.7* | -0.1 | -0.1 | 5.7
O=C(O)C1CC=CCC1C(=O)Nc1nc2ccc(Cl)cc2s1 (centres undefined) | -6.0 | -28.7 | 0.0 | 18.4
CC(=O)c1ccc(OCCCC(=O)O)cc1 | -0.3 | 2.9 | 0.1 | 0.4
Cc1ccc(C(c2ccc(Br)cc2)c2ccc(C)o2)o1 | 2.9 | 0.5 | 0.2 | 7.8
O=C(O)c1ccc2nc3c(nc2c1)-c1ccccc1C3=O | -3.1 | -9.4 | 0.2 | 0.9
Cc1ccc(N2CC(C(=O)Nc3ccc(N4CCC(C)CC4)cc3)CC2=O)cc1 (centres undefined) | -0.4 | 5.1 | -0.1 | -2.0
COc1cc(Br)c(C2Nc3ccccc3-c3nnc(SC)nc3O2)cc1OC (centres undefined) | 2.3 | 3.0 | 0.2 | 6.9
CN1CCC(NC(=S)Nc2cccc([N+](=O)[O-])c2)CC1 | -0.2 | 1.8 | 0.3 | -4.0
CC(C)(C)c1ccc(C(=O)NNC(=O)Cc2ccc([N+](=O)[O-])cc2)cc1 | 0.8 | -1.5 | 0.1 | 13.7
Cc1ccc2oc(=O)c3cnn(CC(=O)NCc4ccc(C)o4)c3c2c1 | -0.7 | -3.8 | -0.2 | 3.3
COc1ccc(Cl)c2sc(NC(=O)C3CCCCN3S(C)(=O)=O)nc12 (centres undefined) | -0.9 | -3.5 | -0.2 | 1.9
Nc1sc2c(c1C(=O)Nc1cccc(Cl)c1)CCC2 | -0.4 | 15.7 | -0.1 | 5.3
COc1ccc2c(c1)C1NC(=S)N(c3ccc(Cl)cc3)C(C)(O2)C1C(=O)Nc1ccc(Cl)cc1 (centres undefined) | 1.5 | 1.4 | -0.1 | 13.0
O=C(Nc1ccc(S(=O)(=O)Nc2nccs2)cc1)c1ccc(Cl)c([N+](=O)[O-])c1 | -1.3 | 6.5 | -0.2 | 6.3
CN1CCC(Oc2ccnc(C(=O)Nc3ccc4[nH]ncc4c3)c2)CC1 | -1.1 | 10.4 | 0.8 | 10.5
O=c1[nH]c(C(F)(F)F)nc2c1nnn2Cc1c(F)cccc1Cl | 0.3 | 8.8 | -0.1 | -7.7
O=S(=O)(Cc1ccccc1Cl)Nc1ccccn1 | 4.1 | -0.1 | 0.1 | 5.2
Cc1ccc(CN2CCN(Cc3ccccc3)CC2)o1 | -1.6 | -9.0 | 0.0 | -9.6
Cc1ccc2c(C(=O)CN3CCOCC3)c(C)[nH]c2c1 | -0.7 | 9.9 | -0.1 | -4.8
CCOC(=O)C(C)N1C(=O)S/C(=C/c2cc(Br)c(O)c(OC)c2)C1=O (centres undefined) | 2.7 | 13.3 | -0.2 | -3.6
c1ccc(CSc2nc3ncccc3[nH]2)nc1 | 2.5 | -2.6 | 0.2 | 6.5
Cc1cccc(NC(=O)c2ccccc2Br)n1 | -1.1 | -27.1 | 0.1 | -10.7
CC(C)CCNC(=O)Cn1cnc2c1c(=O)n(C)c(=O)n2C | -0.6 | -7.1 | 0.1 | -7.1
CC(=O)Nc1ccc(NC(=O)CSc2nnnn2-c2cccc3c2CCCC3)cc1 | -0.8 | 0.1 | -0.1 | -4.6
Cc1ccc2c(CC(=O)OCC(=O)c3ccc4c(c3)OCO4)coc2c1 | -0.2 | 14.7 | 0.0 | 5.0
CCC(=O)N(CC1CCCO1)c1nc(-c2ccc(Cl)cc2)cs1 (centres undefined) | -1.1 | 1.8 | 0.8 | 2.1
Cc1cc(C)nc(NS(=O)(=O)c2ccc(NC(=O)c3ccoc3C)cc2)n1 | 0.7 | 2.9 | 0.3 | 21.9
CN(c1ccc(C(=O)NCc2ccc3c(c2)OCO3)cc1)S(=O)(=O)c1ccccc1 | -0.5 | 3.1 | 0.6 | 11.2
O=[N+]([O-])c1ccc2nonc2c1Nc1ccccc1O | 1.6 | -3.0 | -0.7 | 16.4
C=CCN1C(=O)C2(NC(C)C3C(=O)N(Cc4ccccc4)C(=O)C32)c2ccccc21 (centres undefined) | 0.4 | -3.8 | -0.1 | -0.1
Cc1cc(Br)ccc1NC(=O)CCN1C(=O)c2ccncc2C1=O | 0.3 | -4.3 | 0.0 | 0.8
CCOc1ccc(Nc2ncnc3c2c(-c2ccccc2)cn3-c2cccc(C)c2)cc1 | -0.7 | -4.3 | 0.1 | 3.7
CCC(C)NC(=O)CCNC(=O)c1ccc2c(c1)OCO2 (centres undefined) | -0.4 | -5.9 | 1.2 | 3.4
COC(=O)c1nc2n(n1)C(c1ccccc1)C1=C(CC(C)(C)CC1=O)N2 (centres undefined) | -0.5 | -4.3 | 0.9 | -3.2
N#CC1=C(N)n2c(s/c(=C\c3ccccc3)c2=O)=C(C#N)C1c1ccccc1 (centres undefined) | 1.3 | 5.4 | 0.0 | 3.8
CCSc1nc2ccc(Nc3nc(N4CCOCC4)nc(N4CCOCC4)n3)cc2s1 | 1.5 | -4.1 | 0.2 | 27.3

The final 2 records of the part above come first, to join the parts.
SMILES | GPR151 activ | TEAD-YAP block | FBW7 activator | MITF primary
N#CC1=C(N)n2c(s/c(=C\c3ccccc3)c2=O)=C(C#N)C1c1ccccc1 (centres undefined) | 1.3 | 5.4 | 0.0 | 3.8
CCSc1nc2ccc(Nc3nc(N4CCOCC4)nc(N4CCOCC4)n3)cc2s1 | 1.5 | -4.1 | 0.2 | 27.3
Clc1ccc(-c2cnc3ccc(NCCc4cccnc4)nn23)cc1 | 0.7 | 51.6* | -0.2 | -5.7
Cc1cc(NC(=O)Cc2c(C(=O)O)[nH]c3ccc(Cl)cc23)no1 | 1.2 | 4.0 | 0.0 | 2.6
Cc1ccc(S(=O)(=O)N(C)N(C(=O)c2ccc(Br)cc2)C2=NS(=O)(=O)c3ccccc32)cc1 | 0.8 | 4.7 | 0.0 | 8.2
FC(F)(F)c1cccc(CNc2cc(-c3cccs3)ncn2)c1 | -3.2 | -6.8 | 0.4 | -2.3
CC(NC(=O)CSc1nc2ccc(NC(=O)c3ccccc3Cl)cc2s1)c1ccccc1 (centres undefined) | -1.7 | -26.7 | 0.1 | -10.0
CC(=O)O[C@]1(C(C)=O)CCC2C3C[C@H](C)C4=CC(=O)CC[C@]4(C)C3CC[C@@]21C (some centres undefined) | 1.4 | -19.0 | 0.1 | 6.4
CCOc1cc(C2C(C#N)=C(N)Oc3n[nH]c(C)c32)ccc1OCc1c(F)cccc1Cl (centres undefined) | 1.5 | 14.1 | -0.1 | 4.3
C=C1N(c2ccc(Cl)cc2)C(=O)OC1(C)C | -1.1 | 12.0 | 0.0 | 15.1
O=C(Nc1cccc(-n2cnnn2)c1)C1CCCN(C(=O)Cc2cccc(Cl)c2)C1 (centres undefined) | 0.3 | -8.9 | 0.0 | 4.8
Cc1ccc(-c2nn(CO)c(=S)o2)cc1 | 1.5 | -6.7 | 0.1 | 11.8
N#Cc1ccc(Oc2ccc(Br)cc2)c([N+](=O)[O-])c1 | -0.9 | 0.9 | -0.1 | 12.7
COc1ccc(C2C(C(=O)OC(C)C)=C(C)N=c3s/c(=C/c4cn(C)c5ccccc45)c(=O)n32)cc1 (centres undefined) | -1.3 | 0.3 | 0.4 | -11.8
CCCn1c(O)c(C=Nc2c(C)n(C)n(-c3ccccc3)c2=O)c(=O)[nH]c1=S | 0.0 | 19.7 | 0.3 | 1.6
O=C1/C(=C/c2cc3c(cc2Br)OCO3)SC(=Nc2ccccc2)N1C1CCCCC1 | 4.0 | 13.8 | -0.1 | 34.5
N/C(=N\OC(=O)CCN1C(=O)c2ccccc2C1=O)c1ccccn1 | -0.1 | -7.7 | -0.1 | -13.8
COc1ccc(CNC(=O)COc2ccc(C3SCCS3)cc2)cc1 | 0.1 | 7.2 | -0.1 | -4.4
CCOC(=O)c1c(CSc2nc3ccccc3s2)oc2ccc(OC)cc12 | -0.5 | 2.6 | -0.1 | 5.9
O=C(NCc1ccco1)c1cnc(NS(=O)(=O)c2ccccc2)nc1 | -0.9 | 4.1 | 0.1 | -10.2
CCN(CC)CCCCOc1ccc([N+](=O)[O-])cc1 | -0.9 | 0.1 | 0.4 | -9.4
O=C(CCCn1c2ccccc2c(=O)c2ccccc21)Nc1ccc(Cl)cc1 | -0.5 | -3.4 | 0.1 | -1.9
O=C1CCCC(=O)N1CCS(=O)(=O)NCC1(c2ccccc2)CCOCC1 | -1.6 | -9.0 | 0.0 | -3.4
C=CCn1cc(/C=c2\sc3n(c2=O)C(c2ccc4c(c2)OCO4)C(C(=O)OCC)=C(C)N=3)c2ccccc21 (centres undefined) | 1.4 | -12.9 | 0.0 | -5.0
COc1ccc(/C=C2/SC(=Nc3ccccc3)NC2=O)c(OC)c1OC | 0.0 | -6.4 | 0.0 | 23.6
CCCOc1cccc(C(=O)Nc2ccc3c(c2)Cc2ccccc2-3)c1 | -0.1 | 6.5 | 0.1 | 0.5
CCN(CC)c1nc(NCCCN2CCCC2=O)nc(Nc2ccc3ncccc3c2)n1 | 0.7 | 4.5 | -0.2 | 2.4
COc1ccc(CN(C(=O)c2ccco2)C(C(=O)NC2CCCC2)c2cccnc2)cc1 (centres undefined) | -0.9 | 3.6 | -0.1 | 6.5
O=C(CCc1ccccc1)Nc1ccc(NC(=O)c2ccco2)nc1 | 0.0 | -38.6 | 0.0 | 17.1
CCOC(=O)c1ccccc1NC(=O)c1ccccc1OC(C)=O | -0.6 | -0.3 | 0.1 | 6.4
O=C1NC2=C(C(=O)c3ccccc32)C(c2ccccc2)S1 (centres undefined) | 0.8 | 12.7 | -0.3 | 7.5
Fc1ccc(Nc2nc(-c3ccc(Cl)cc3)cs2)cc1 | 1.0 | -70.0 | -0.1 | 1.3
COc1ccc(OC)c(N(CC(=O)NC2CCCC2)S(=O)(=O)c2ccccc2)c1 | 0.0 | -6.4 | -0.1 | 3.2
C=CCNC(=S)Nc1ccc(F)c(Cl)c1 | -0.6 | 6.2 | -0.1 | 3.2

Rows are unselected; any-hit rate near 3.4%.
